# Pf growth 48h: inhibits P. falciparum growth in the first generation, 48 h; 310,000 tested, 5.9% active; Potency, µM (series often up to 28.7 µM), for inactives: at the top dose activity change, negative = inhibition, most hits filed as inhibitors; P. falciparum luciferase growth in erythrocytes, 48 h; also: potency is read from the fitted curve at half-maximal effect; % is scaled to controls: 0 for no effect and ±100 for the full control effect
#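 Luciferase-expressing parasites in RBCs, 2% Hct / 0.1% parasitemia final; RPMI 1640 + 0.5% Albumax; 37 C, 5% CO2, one generation; luminescence read-out, lower signal = inhibition.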
# Cycloheximide cs: counter-screen hit for Shiga toxin inhibitors, cycloheximide. AID 2314. cell reporter, cycloheximide protein synthesis inhibition counterscreen. max response, %. 300,000 tested, 12% active; in the data active = max response mostly above about 13%, no sharp cut-off; inactive = mostly below about 14%; also: read at 38.3 µM for the half of the compounds with a filed dose; 0% is about no effect
# Shiga toxin inh: blocks Shiga toxin action in Vero cells. Vero cells, Shiga toxin protein synthesis inhibition reporter. 290,000 tested, 9.2% active. inhibition, % at 38.7 µM; in the data active = inhibition mostly above about 28%, no sharp cut-off; inactive = mostly below about 43%; also: 0% is about no effect
# LmPK inhibitor: blocks Leishmania mexicana pyruvate kinase activity | Q27686 | purified LmPK, Kinase-Glo ATP luminescence, 1 h | Potency, µM (titrated, usually from 57.5 µM), for inactives: at the top dose activity change, negative = inhibition, most hits filed as inhibitors | 290,000 tested, 0.37% active; also: potency is read from the fitted curve at half-maximal effect; % is scaled to controls: 0 for no effect and ±100 for the full control effect
# Target sequence (Q27686 whole entry, looked up): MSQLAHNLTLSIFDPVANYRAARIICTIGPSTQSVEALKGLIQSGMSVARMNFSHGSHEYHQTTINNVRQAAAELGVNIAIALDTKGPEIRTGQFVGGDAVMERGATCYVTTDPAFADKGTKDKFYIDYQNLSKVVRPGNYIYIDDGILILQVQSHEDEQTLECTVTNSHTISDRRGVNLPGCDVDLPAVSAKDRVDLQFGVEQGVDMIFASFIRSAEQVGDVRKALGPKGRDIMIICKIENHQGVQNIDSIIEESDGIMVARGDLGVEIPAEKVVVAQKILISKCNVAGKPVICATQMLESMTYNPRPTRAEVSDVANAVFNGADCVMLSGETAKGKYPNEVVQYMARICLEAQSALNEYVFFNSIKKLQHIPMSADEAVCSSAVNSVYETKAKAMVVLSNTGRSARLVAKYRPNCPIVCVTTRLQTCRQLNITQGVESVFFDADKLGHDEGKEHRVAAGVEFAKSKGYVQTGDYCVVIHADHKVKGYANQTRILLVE
#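 In 50 mM imidazole pH 7.2 with 7 mM MgCl2, LmPK (0.1 nM) turned over PEP (0.5 mM) and ADP (0.1 mM) for 1 h at room temperature. Luciferase read-out of ATP.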
# Pf growth 96h: inhibits malaria parasite growth, 96 h; P. falciparum luciferase reporter growth, 96 h; Potency, µM (series often up to 28.7 µM), for the others: top-dose activity change, negative = inhibition, usual class: inhibitors; 320,000 tested, 6.9% active; AID 504834; also: potency is read from the fitted curve at half-maximal effect; % is scaled to controls: 0 for no effect and ±100 for the full control effect
#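 Compounds incubated with erythrocytes infected by luciferase-expressing P. falciparum (2% hematocrit, 0.05% parasitemia final) for 96 hours, 37 C in 5% CO2. Growth inhibition scored as decreased luciferase luminescence.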
# AmpC inh no detg: blocks E. coli AmpC beta-lactamase in detergent-free assay; AmpC nitrocefin hydrolysis, absorbance 480 nm, 0.0001% Triton; Potency, µM (top dose mostly 57.1 µM), for the others: at the top dose activity change, negative = inhibition, most hits filed as inhibitors; 330,000 tested, 0.52% active; AID 485341;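 also: potency is read from the fitted curve at half-maximal effect; plate controls were no compound for no effect and no enzyme for full effect; nearly all actives have a fitted effect of over 20% in size; some results filed as inactive show a strong effect at the top dose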
# Target sequence (P00811 whole entry, looked up): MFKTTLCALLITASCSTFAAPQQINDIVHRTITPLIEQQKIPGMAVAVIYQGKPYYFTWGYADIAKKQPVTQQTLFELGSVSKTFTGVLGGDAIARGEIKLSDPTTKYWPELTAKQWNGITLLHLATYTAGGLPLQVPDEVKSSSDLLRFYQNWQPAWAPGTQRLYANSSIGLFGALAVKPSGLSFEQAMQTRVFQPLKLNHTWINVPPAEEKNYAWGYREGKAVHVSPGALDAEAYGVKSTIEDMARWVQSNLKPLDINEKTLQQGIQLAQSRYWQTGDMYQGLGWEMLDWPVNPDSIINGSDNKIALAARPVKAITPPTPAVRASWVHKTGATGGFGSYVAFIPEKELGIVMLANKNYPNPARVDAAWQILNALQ
#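 20 mM phosphate pH 7.0 + 0.01% (detergent screen) or 0.0001% Triton X-100; 5.3 nM AmpC reagent; cpd preinc 15 min RT; nitrocefin (800 uM stock) to start; A480 q20 s × 4 min; Activity was normalised to no-enzyme and no-compound control wells.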
# Tb PYK inh: blocks Trypanosoma brucei pyruvate kinase. TbPYK enzyme, Kinase-Glo Plus ATP luminescence, 45 min. Potency, µM (top dose mostly 76.8 µM), without a hit: at the highest dose activity, negative = inhibition, usual class: inhibitors. Q57TT1. 410,000 tested, 0.12% active; also: potency is read from the fitted curve at half-maximal effect; % is scaled to controls: 0 for no effect and ±100 for the full control effect; nearly all actives have a fitted effect of over 50% in size
#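 TbPYK + substrate in 50 mM TEA pH 7.2, 100 mM KCl, 10 mM MgCl2, 0.05% BSA, 0.01% Tween-20; cpd pinned; ADP 130 uM final; 45 min RT; Kinase-Glo Plus 10 min; luminescence endpoint.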
# The depositor's hits bear a star; ? = inconclusive; · = no result given; [ ] = remark or other dose. Unless noted, calls follow the shape of the dose curve; as a rule, active = well fitted curve in the direction sought with a large enough effect; inconclusive = small, poorly fitted or top-dose-only effect, or another doubt; inactive = no such curve, though single readings can be large; an effect the other way counts as inactive or inconclusive. Not a hit list; any-hit rate near 22%.
no.	canonical_smiles	Pf growth 48h	Shiga toxin inh	Pf growth 96h	LmPK inhibitor	Cycloheximide cs	Tb PYK inh	AmpC inh no detg
1	Nc1nc(NCCOCCO)nc(NCC2CCCO2)c1[N+](=O)[O-] (stereo not given)	-10.6%	-15.9	21.6%	-2.3%	-3.0	3.1%	-9.6%
2	Cc1ccc(C(=O)C(C)N2C(=O)NC(C)(c3ccccc3)C2=O)cc1 (stereo not given)	1.2%	-7.4	5.6%	-2.2%	-1.0	1.0%	-12.1%[11.4 µM]
3	Cc1cc(C)c2c(N=NN3CCCCC3)[nH]nc2n1	21.8%	41.2*	43.2%[activator]	1.3%	38.3*	0.4%	14.1%
4	NS(=O)(=O)c1ccc(CCNC(=O)c2ccc(Cl)cc2[N+](=O)[O-])cc1	13.5%	12.8	?	2.6%	-2.7	-3.0%	-7.4%
5	CC1=CC(C)(C)Nc2ccc(OC(=O)C(Cc3ccccc3)N3C(=O)C4CCCCC4C3=O)cc21 (stereo not given)	13.1µM*	4.1	·	6.4%	-1.6	-2.1%	-9.5%
6	CC1CN(C(=S)SCC(=O)c2ccccc2)CC(C)O1 (stereo not given)	72.5%[activator]	94.2*	87.2%[activator]	3.8%	34.8*	-8.7%	2.1%
7	O=C(NCCN1CCOCC1)/C(=C\c1ccccc1Cl)NC(=O)c1ccccc1	-19.3%	-1.8	-0.3%	5.1%	-1.7	2.9%	-10.1%
8	Cc1nc(SCC(=O)N2CCCc3ccccc32)c2oc3ccccc3c2n1	-3.5%	-5.5	-17.9%	5.0%	3.2	3.8%	-1.0%
9	COc1ccc(CCNC(=O)C(=O)NCc2ccc(C(C)C)cc2)cc1OC	-4.2%	-10.4	?	2.4%	-2.7	3.7%	16.5%
10	O=C1/C(=C\c2cc3c(cc2Br)OCO3)N2CCC1CC2	20.0%	9.8	?	-5.2%	0.3	5.4%	-19.1%
11	COc1ccccc1NC(=O)N1CCN(c2cccc(C(F)(F)F)c2)CC1	-24.8%	-11.3	·	2.7%	0.5	4.7%	51.6%
12	O=C(CCn1c(=O)[nH]c2ccccc2c1=O)Nc1ccccc1	-4.9%	-25.5	14.8%	0.1%	-2.4	-9.7%	-19.2%
13	Cc1ccc(N(CC(=O)N=Nc2c(O)[nH]c3ccccc23)S(C)(=O)=O)c(C)c1	2.2%	5.3	-59.0%	-3.4%	3.8	-12.7%	-26.8%
14	Cc1ccc2nc3n(c2c1)CCCN3	?	·	?	·	·	1.2%	-9.4%
15	CCOC(=O)Nc1ccc2c(c1)N(C(=O)CCN(C)C)c1ccccc1CC2	-10.8%	-5.0	43.1%[activator]	-1.5%	-1.6	-12.7%	-7.5%
16	Cc1cc(C)cc(OCC(O)CN2CCN(C(=O)c3ccco3)CC2)c1 (stereo not given)	-6.3%	15.7	-11.1%	-1.7%	2.0	-0.2%	58.4%
17	COc1ccc(NC(=O)CN(C)C(=O)c2cccc(NS(=O)(=O)c3ccc(Br)cc3)c2)cc1	9.1%	·	16.1%	·	·	-3.1%	-35.9%
18	c1ccc2c(c1)Cn1nc(Cc3nc4c(s3)CCCC4)nc1-2	26.1%	74.2*	14.5%	-1.4%	34.8*	-15.3%	17.9%
19	Cc1ccc(S(=O)(=O)N(C(=O)c2ccncc2)c2ccc(OC(=O)c3ccncc3)cc2)c(C)c1	-0.4%	-9.8	13.3%	1.8%	-1.3	2.0%	2.6%
20	O=C(CC(c1ccccc1)c1ccccc1)Nc1ccc(Cl)cn1	·	22.9	9.2%	2.2%	2.2	-7.6%	-26.3%
21	CCc1cc(C(=O)N2CCCC(C(=O)c3cccc(OC(C)C)c3)C2)n(C)n1 (stereo not given)	8.6%	17.9	?	-2.1%	-2.3	3.5%	155.3%[activator]
22	O=C(c1ccc(-c2ccccc2)cc1)C1CCCN(C(=O)c2ccncc2)C1 (stereo not given)	21.4%	-1.8	36.9%[activator]	8.0%	-2.3	-2.4%	-17.5%
23	O=[N+]([O-])c1ccc(C23CC4CC(CC(O)(C4)C2)C3)cc1	121.7%[activator]	63.3*	82.5%[activator]	-0.2%	38.9*	·	-6.5%
24	Cc1ccc(-c2nnn(CC(=O)N(Cc3ccccc3F)C(C(=O)NC3CCCC3)c3ccncc3)n2)o1 (stereo not given)	9.28µM*	18.3	?	11.7%	-4.9	-23.9%	72.1%[activator]
25	c1ccc2[nH]c3cc4ncnc4cc3nc2c1	62.3%[activator]	35.8*	8.6%	-3.4%	27.6*	-1.8%	-7.2%
26	Cc1ccsc1/C=N/N=C/c1sccc1C	487.8%[activator]	·	8.28µM*	-23.8%	48.0*	-23.6%	-26.0%
27	CC(C)OP(=O)(c1ccc(N(C)C)cc1)C(O)c1c(Cl)cccc1Cl (stereo not given)	?	-17.4	·	-4.3%	-2.6	3.2%	10.5%
28	O=C(NCCc1ccccn1)C(F)(F)C(F)(F)C(F)(F)C(F)(F)C(F)(F)C(F)F	-6.1%	-5.0	?	4.4%	14.5*	-2.2%	14.2%
29	COC(=O)CC1C(=O)NCCN1C(=O)CSc1nc2ccccc2c(=O)n1CC(C)C (stereo not given)	-14.0%	-10.1	?	9.2%	-2.3	3.9%	-3.7%[11.4 µM]
30	COc1cccc(C2=CC(c3ccccc3)n3nnnc3N2)c1 (stereo not given)	51.2%[activator]	2.7	13.3%	1.1%	0.6	-3.8%	-9.4%

# Just Pf growth 48h and Tb PYK inh (2 entries from above):
no.	SMILES	Pf growth 48h	Tb PYK inh
5	CC1=CC(C)(C)Nc2ccc(OC(=O)C(Cc3ccccc3)N3C(=O)C4CCCCC4C3=O)cc21 (stereo not given)	13.1µM*	-2.1%
6	CC1CN(C(=S)SCC(=O)c2ccccc2)CC(C)O1 (stereo not given)	72.5%[activator]	-8.7%

# (more compounds)
no.	canonical_smiles	Pf growth 48h	Shiga toxin inh	Pf growth 96h	LmPK inhibitor	Cycloheximide cs	Tb PYK inh	AmpC inh no detg
31	O=C(NCc1ccccc1)C1=C[C@@H](C2CC2)C[C@@H](OCCCCO)O1	2.4%	0.4	-0.6%	0.2%	1.2	-5.1%	4.0%
32	CC(C)c1nnc(NC(=O)CCC(=O)NC2CCCCC2)s1	40.2%[activator]	-10.0	-0.6%	2.3%	-4.5	-5.4%	-5.4%
33	Cc1cccc(CNC(=O)c2ccccc2NC(=O)C2=CSCCO2)c1	-20.7%	8.8	?	1.5%	6.4	17.5%	-30.9%
34	Cc1ccc(NC(=O)NC(=O)CSc2nnnn2C)c(C)c1	35.1%[activator]	24.6	19.8%	-3.0%	-1.7	1.5%	-28.0%
35	O=S(=O)(c1cccs1)n1cnc2ccccc21	?	-16.7	18.5%	4.4%	-4.3	-0.1%	-13.0%
36	Cc1cccc(N2C(=O)/C(=C/N3CCN(C(=O)c4ccco4)CC3)C(=O)NC2=S)c1	18.0%	18.5	10.9%[5.75 µM]	1.3%	-2.0	6.9%	-8.8%
37	Cn1c(=O)c2c(nc(SCCCC#N)n2Cc2ccccc2F)n(C)c1=O	?	-10.9	142.0%[activator]	-3.7%	-0.4	-2.3%	39.6%
38	COc1cc(NC(=O)c2cc(-c3ccco3)on2)cc(OC)c1OC	-4.9%	29.6	?	-3.0%	8.4	6.3%	-14.3%
39	Cn1nccc1C(=O)N1CCCC(C(=O)c2ccc(C(F)(F)F)cc2)C1 (stereo not given)	28.3%	15.1	14.7µM*	11.3%	7.2	0.4%	39.2%
40	CCN1CCN(c2ccc(S(=O)(=O)N3CCOCC3)cc2NC(=O)c2ccccc2OC(F)F)CC1	?	·	?	·	·	2.2%	149.6%[activator]
41	CCOc1ccc(N(C)S(=O)(=O)c2cc(-c3cc(C)no3)ccc2CC)cc1	11.7µM*	-7.0	-18.8%	-3.6%	11.6	1.2%	5.4%
42	CCN(CC)c1ccc(S(=O)(=O)N2CCOCC2)cc1NC(=O)COC(=O)c1cccnc1SC	?	·	-7.6%	·	·	0.2%	40.7%
43	CCOC(=O)[C@@H]1[C@H]2COc3ccc(Br)cc3[C@@H]2N2C(=O)N(c3cccc(C)c3)C(=O)[C@]12C	-11.9%	19.3	?	-5.0%	-2.7	-5.0%	52.7%
44	COC(=O)C(C)C1Sc2ccccc2NC1=O (stereo not given)	4.6%	-2.9	?	3.6%	-1.0	1.1%	1.1%
45	CN1CCc2c(sc(NC(=O)c3cc(Cl)sc3Cl)c2C(N)=O)C1	?	30.2*	?	-2.5%	25.4*	1.4%	120.1%[activator]
46	CCOC(=O)N1CCN(C(=O)c2oc3ccc(S(=O)(=O)N4CC(C)CC(C)C4)cc3c2C)CC1 (stereo not given)	?	-11.3	·	4.3%	-2.7	2.5%	29.0%
47	CC(C)(C)c1ccc(NC(=O)Cn2cnc3cc([N+](=O)[O-])ccc3c2=O)cc1	-9.0%	18.3	21.4%	2.7%	-4.7	-7.2%	-27.1%
48	COc1cc2c(cc1OC)CN(C(=O)Cc1ccc(OC)c(S(=O)(=O)N3CCOCC3)c1)CC2	·	-13.9	-10.8%[5.75 µM]	-6.1%	-4.8	-6.4%	36.3%
49	COc1ccc(NC(=O)N/C=C/c2ccco2)cc1	35.6%[activator]	24.5	1.4%	1.6%	1.1	-6.9%	-23.5%
50	CCN(CC)S(=O)(=O)c1cccc(NC(=O)CSc2nc3ccccc3[nH]2)c1	-17.8%	-9.3	?	1.5%	-3.8	-6.0%	-27.3%
51	COc1ccccc1OC(C)c1nnc(SCC(=O)Nc2c(C)n(C)n(-c3ccccc3)c2=O)n1-c1ccccc1 (stereo not given)	-27.9%	-7.6	-1.2%	2.4%	0.1	2.3%	123.4%[activator]
52	Cc1ccc(-c2c(C(=O)O)c(C(=O)O)c3n2CCC3)cc1	-19.2%	-11.8	-0.1%	-9.0%	-2.8	6.0%	-24.0%
53	CC(=O)N1CCN(CCN=Cc2c(O)n(-c3ccc(C)cc3)c(=S)[nH]c2=O)CC1	·	-5.2	17.0%	3.4%	-1.0	-14.5%	-15.5%
54	CC(C)(C)OC(=O)N1CCC(c2c(C(=O)N3CCN(C4CCCCC4)CC3)cnn2-c2ccc(F)cc2)CC1	?	-1.9	?	-2.5%	5.3	2.9%	10.7%
55	CNC(=O)CS(=O)(=O)CC(=O)Nc1cc(OC(C)C)c(Cl)cc1Cl	-1.8%	2.8	-24.7%	1.3%	-1.1	-1.6%	4.3%
56	COC(=O)c1ccc(NC(=O)c2cnc3scc(C)n3c2=O)cc1	59.7%[activator]	2.2	46.3%[activator]	-0.2%	1.5	·	-16.9%
57	CN1CCN(S(=O)(=O)c2cc(Cl)c(Cl)cc2Cl)CC1	-9.0%	-2.8	42.2%[activator]	-1.1%	-4.1	-3.0%	50.0%
58	CCOC(=O)N1CCN(C(=S)NC2CCCC2)CC1	1.4%	20.8	·	-3.3%	7.5	-2.9%	-9.8%
59	CS(=O)(=O)N(CC(=O)N1CCOCC1)Cc1ccc(Cl)cc1	-2.5%	1.6	7.38µM*	-0.8%	0.9	2.4%	1.3%
60	Cc1cc(C)cc(OCCNC(=O)C2CCN(S(=O)(=O)c3ccccc3)CC2)c1	-5.3%	1.3	?	9.2%	9.8	3.0%	80.9%[activator]

# Source: PubChem BioAssay
